Screens: PubChem, National Center for Advancing Translational Sciences (NCATS)
Tb PFK inh: T. brucei PFK enzyme inhibition | T. brucei PFK, ADP-Glo luminescence | Potency, µM (series often up to 57.5 µM), inactives show at the top dose activity, negative = inhibition, most hits filed as inhibitors | 0.17% of 330,000 active | AID 485367;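 also: potency is read from the fitted curve at half-maximal effect; 0% = uninhibited 1x PFK enzyme wells and -100% = no-enzyme wells; nearly all actives have a fitted effect of over 60% in size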
Target sequence (O15648 whole entry, looked up): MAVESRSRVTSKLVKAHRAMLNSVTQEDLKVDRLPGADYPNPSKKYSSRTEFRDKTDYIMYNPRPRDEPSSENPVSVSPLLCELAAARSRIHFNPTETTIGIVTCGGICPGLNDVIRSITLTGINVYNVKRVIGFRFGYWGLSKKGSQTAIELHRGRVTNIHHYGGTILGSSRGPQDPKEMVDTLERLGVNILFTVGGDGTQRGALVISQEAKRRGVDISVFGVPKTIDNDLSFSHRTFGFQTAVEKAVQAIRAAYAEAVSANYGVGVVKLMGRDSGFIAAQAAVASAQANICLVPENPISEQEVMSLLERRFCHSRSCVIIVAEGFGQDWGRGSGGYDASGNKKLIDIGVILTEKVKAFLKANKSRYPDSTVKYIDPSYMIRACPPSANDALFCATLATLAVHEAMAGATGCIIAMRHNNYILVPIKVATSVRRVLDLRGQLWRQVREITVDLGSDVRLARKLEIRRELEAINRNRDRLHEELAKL
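Compounds were pin-transferred as a titration series up to 57 uM into substrate buffer (0.5 mM F6P, 0.1 mM ATP, pH 8.0), then 1.25 nM PFK was added and reactions ran 45 min before ADP-Glo detection.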
NPC1 prom act: activators of NPC1 promoter; Huh7 NPC1 promoter luciferase reporter, 24 h; Potency, µM (doses to about 9.22 µM), for the others: at the highest dose activation, most hits filed as activators; 2.4% of 320,000 active; AID 485313;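 also: potency is read from the fitted curve at half-maximal effect; % of control where 0% means no effect; nearly all actives have a fitted effect of over 60% in size; reporter is driven by a mutant NPC1 promoter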
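Luminescence from an NPC1 promoter-driven luciferase reporter in stably transfected Huh7 cells was measured after 24 h compound treatment at 37 °C, followed by 10 min ambient incubation with luciferase detection reagent.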
Gal4-VP16 FLuc: Gal4-VP16 reporter inhibition counter-screen; Drosophila S2 Gal4-VP16 UAS-luciferase, luminescence, 20 h; Potency, µM (titrated, usually from 53.6 µM), without a hit: at the top dose activity, negative = inhibition, usual class: inhibitors; 3.5% of 310,000 active; AID 2546;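 also: Gal4-VP16 expression switched on by copper sulfate through the metallothionein promoter; potency is read from the fitted curve at half-maximal effect; % is scaled to controls: 0 for no effect and ±100 for the full control effect; nearly all actives have a fitted effect of over 50% in size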
TRPV1 agonist: activates the human vanilloid receptor TRPV1. Q8NER1. TRPV1-expressing cells, Fluo-8 calcium influx, agonist mode. activation, % at 8.33 µM. 0.19% of 320,000 active. AID 540275; in the data active = activation above about 80%; inconclusive = between about 30% and that limit; also: 0% is about no effect
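Cells expressing TRPV1 were dye-loaded with Fluo-8 and read kinetically: 10 s baseline, 3 min after compound (agonist portion), then 2 min after EC20 capsaicin (allosteric enhancer portion). Calcium-bound dye fluorescence at 480/520 nm.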
Rab9 promoter act: activates the Rab9 promoter | Huh7 Rab9 promoter-luciferase reporter, luminescence, 24 h | Potency, µM (highest dose often 9.22 µM), without a hit: at the highest dose activation, negative = inhibition, most hits filed as activators | 2.8% of 320,000 active | AID 485297; also: potency is read from the fitted curve at half-maximal effect; % of control where 0% means no effect; nearly all actives have a fitted effect of over 60% in size
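Measured in stably transfected Huh7 cells bearing a Rab9 promoter–luciferase construct: 24 h compound treatment at 37 °C, followed by luminescence detection.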
ELG1 genotox: genotoxicity induction in ELG1-luciferase HEK293T cells | AID 504466 | Potency, µM (series often up to 46 µM), inactives show at the highest dose activity change, positive = activation, actives largely listed as activators | 1.3% of 330,000 active | HEK293T ELG1-luciferase reporter, luminescence, 16 h; also: potency is read from the fitted curve at half-maximal effect; % of control where 0% means no effect; nearly all actives have a fitted effect of over 60% in size
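Screening used a luciferase reporter fused to human ELG1 in HEK293T cells. Luminescence was read on a CCD plate imager after 16 hr exposure and 30 min ONE-Glo incubation.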
p53 reactivation: restores transcriptional activity of mutant p53 | H1299 p53-A138V BP100-luciferase reporter, luminescence, 24 h | Potency, µM (top dose mostly 92.2 µM), without a hit: at the top dose activity change, positive = activation, most hits filed as activators | 0.063% of 320,000 active; also: potency is read from the fitted curve at half-maximal effect; % of control where 0% means no effect; nearly all actives have a fitted effect of over 45% in size
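H1299 (p53-null), stable ts p53-A138V + BP100-Luc; 1000 cells/well, Opti-MEM/10% FBS; cpd 4 pt, 1:5; 24 h, 37 deg C, 5% CO2; detection reagent 10 min RT; luminescence.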
ELG1 DNA repair: inhibitors of ELG1-dependent DNA repair in HEK293T cells | AID 504467 | Potency, µM (titrated, usually from 46.1 µM), without a hit: at the highest dose activity change, negative = inhibition, actives largely listed as inhibitors | HEK293T ELG1-luciferase reporter, luminescence, 16 h; DNA damage induced by 5-fluorouridine | 2.3% of 330,000 active; also: potency is read from the fitted curve at half-maximal effect; % is scaled to controls: 0 for no effect and ±100 for the full control effect; nearly all actives have a fitted effect of over 55% in size
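DMSO vehicle served as the neutral condition. Each well held 2,000 cells given 5-fluorouridine plus compound; after 16 hr at 37 °C/5% CO2, ONE-Glo was added and luciferase measured 30 min later.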
BRCA1 expr up: increases BRCA1 expression | 1.1% of 380,000 active | Potency, µM (titrated, usually from 46.1 µM), inactives show top-dose activation, most hits filed as activators | MCF7-BRCA1-FFLuc reporter, luminescence, 48 h; response scale: scaled: vehicle 0%, 10 µM genistein 100% | AID 624202; also: potency is read from the fitted curve at half-maximal effect; nearly all actives have a fitted effect of over 80% in size; some results filed as inactive show a strong effect at the top dose
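First, MCF7-BRCA1-FFLuc cells (2000/well) attach for 2 h; next, compounds are pin-added and incubated 48 h at 37 °C; finally, luciferase reagent is added and luminescence read after 15 min.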
FLuc modulator: firefly luciferase modulation, counter-screen for miR-21 project; P08659; purified FLuc, Km substrates, luminescence inhibition; Potency, µM (doses to about 57.5 µM), without a hit: at the highest dose activity change, negative = inhibition, usual class: inhibitors; 6.9% of 360,000 active; AID 588342;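 also: potency is read from the fitted curve at half-maximal effect; plate controls were vehicle for no effect and reference inhibitor for full effect; nearly all actives have a fitted effect of over 55% in size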
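Biochemical qHTS of compounds, final roughly 60 µM downward over six points, against 10 nM purified firefly luciferase using Km concentrations of substrates (10 uM D-luciferin, 10 uM ATP) in Tris acetate pH 7.5 buffer; luminescence output.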
RORg inh: blocks mouse ROR gamma transcriptional activity; Potency, µM (highest dose often 53.6 µM), for inactives: top-dose activity change, negative = inhibition, usual class: inhibitors; 5.4% of 310,000 active; P51450; AID 2551; Drosophila S2 Gal4-RORgamma UAS-luciferase reporter, 20 h; also: potency is read from the fitted curve at half-maximal effect; % is scaled to controls: 0 for no effect and ±100 for the full control effect; nearly all actives have a fitted effect of over 60% in size
Target sequence (P51450 whole entry, looked up, the tested form may be a part): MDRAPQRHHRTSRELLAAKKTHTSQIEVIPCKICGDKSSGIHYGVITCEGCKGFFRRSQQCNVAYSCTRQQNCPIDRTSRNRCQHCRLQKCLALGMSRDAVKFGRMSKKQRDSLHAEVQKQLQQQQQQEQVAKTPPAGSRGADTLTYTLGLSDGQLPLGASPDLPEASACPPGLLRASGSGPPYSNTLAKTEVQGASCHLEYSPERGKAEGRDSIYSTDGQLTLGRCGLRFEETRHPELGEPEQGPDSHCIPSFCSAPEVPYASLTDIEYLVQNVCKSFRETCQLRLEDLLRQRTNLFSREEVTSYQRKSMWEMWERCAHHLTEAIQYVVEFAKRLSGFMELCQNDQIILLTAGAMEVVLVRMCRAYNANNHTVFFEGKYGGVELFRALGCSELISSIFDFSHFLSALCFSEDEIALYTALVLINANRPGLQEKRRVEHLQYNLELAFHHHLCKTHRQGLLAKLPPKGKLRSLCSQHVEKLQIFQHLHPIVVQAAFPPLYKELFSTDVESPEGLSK
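Using a luciferase readout, inhibitors were identified by reduced reporter activity in Drosophila cells coexpressing a copper-inducible Gal4–ROR gamma fusion and UAS-driven Photinus luciferase, incubated 20 hr after 700 uM copper sulfate.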
* = called active by the depositor; ? = inconclusive; nt = no result given; [ ] = remark or other dose. Unless noted, calls follow the shape of the dose curve; as a rule, active = well fitted curve in the direction sought with a large enough effect; inconclusive = small, poorly fitted or top-dose-only effect, or another doubt; inactive = no such curve, though single readings can be large; an effect the other way counts as inactive or inconclusive.

SMILES | Tb PFK inh | NPC1 prom act | Gal4-VP16 FLuc | TRPV1 agonist | Rab9 promoter act | ELG1 genotox | p53 reactivation | ELG1 DNA repair | BRCA1 expr up | FLuc modulator | RORg inh
C=CCn1c(SCC(=O)c2cccs2)nnc1-c1cccc(OC)c1 | -2% | 6% | ? | 5 | -6% | 11% | 4% | 16% | 4% | -19% | -15%
O=C(O)c1ccccc1NS(=O)(=O)c1ccc(NN=Cc2cccc(Cl)c2)c([N+](=O)[O-])c1 | 0% | nt | nt | nt | nt | 1% | -2% | 4% | -3% | nt | nt
O=C(CNC(=O)N1CC(=O)Nc2ccccc21)NCCc1c[nH]c2ccccc12 | 1% | 11% | 4% | -1 | 3% | 1% | nt | 3% | 0% | -1% | -14%
Cn1c2ccccc2c2nnc(SCC(=O)Nc3cccc(C(=O)O)c3)nc21 | 9% | -5% | 0% | 0 | -5% | 2% | 4% | 10% | 37% | ? | 28%
COc1cccc(CNC(=O)C(C(=O)NCc2cccc(OC)c2)c2ncc(C(F)(F)F)cc2Cl)c1 | -5% | 1% | ? | 4 | -1% | ? | -1% | ? | -23% | 2% | -29%
Cc1ccc(N(C(=O)C2CCCC2)C2C=CS(=O)(=O)C2)cc1C (configuration not stated) | -7% | -3% | 2% | -7 | 0%[1.84 µM] | 1% | 7% | -1% | -18% | 2% | -13%
Cc1ccc2[nH]c3nc(NN)nnc3c2c1 | 2% | 2% | -2% | 1 | -2% | 10% | -6% | 9% | -27% | ? | ?
CCN(C[C@H]1N[C@@](Cc2ccccc2)(C(=O)OC)[C@H]2C(=O)N(C)C(=O)[C@@H]12)S(=O)(=O)c1ccc(C(C)(C)C)cc1 | 7% | nt | nt | nt | nt | -10% | -4% | ? | -1% | nt | nt
CCC(C)c1ccc(OCC(=O)Nc2cccc(C(=O)Nc3ccc(C(=O)O)cc3)c2)cc1 (configuration not stated) | 1% | -4% | -6% | 18 | 15% | -3% | -6% | -12% | 21% | 8% | 28%
CC(C)Sc1nc2c(c(=O)n1C)SC(C)C2 (configuration not stated) | -11% | -2% | 7% | 2 | -6% | 0% | ? | 1% | 14% | 3% | 1%
Cc1cc(NC(=O)CN2C(=O)NC3(CCCCC3)C2=O)no1 | -2% | 0% | -7% | -4 | -5% | -1% | 0% | 22% | 9% | 0% | -7%[10 µM]
CC(C)NC(=O)Nc1ccc2c(c1)C(=O)N([C@@H](C)CO)C[C@@H](C)[C@@H](CN(C)S(=O)(=O)c1ccc(F)cc1)O2 | 0% | nt | nt | nt | nt | 7% | 4% | ? | -16% | nt | nt
CCCCC(CC)CNC(=O)Cn1c(=S)[nH]c2ncccc2c1=O (configuration not stated) | -2% | -2% | -11% | 0 | 0% | 0% | 8% | 5% | nt | -13% | -3%
COc1ccccc1CN1CCNC(=O)C1CC(=O)NCCCN1CCCC1=O (configuration not stated) | -9% | -2% | -9% | 2 | -6% | 1% | 5% | ? | 7% | 2% | -5%
O=C(COC(=O)c1ccc(S(=O)(=O)N2CCCC2)cc1)NCc1ccc(F)cc1 | 3% | 1% | -16% | ? | 1% | 0% | 6% | -5% | 6% | 0% | -9%
O=C(Cc1c(F)cccc1Cl)NC1=NCCS1 | 0% | 0% | -1% | -1 | 11% | 4% | -6% | 23% | 1% | 4% | -37%
Cc1nn(C(=O)c2nn(C)cc2[N+](=O)[O-])c(C)c1Br | -3% | -2% | 3% | 1 | -3% | 2% | -3% | 5% | 2% | 2% | -1%
Oc1ccc(-c2n[nH]c(C(F)(F)F)c2-c2ccccc2)c(O)c1 | 1% | -18% | 1.6µM* | 2 | -22% | -2% | 1% | ? | -35% | 5% | 5.6µM*
CCn1c(O)c(C=NCc2cccs2)c(=O)n(CC)c1=S | 0% | -6% | 0% | 3 | -3% | -1% | 0% | -3% | -14% | -1% | 20%
CCOc1ccc(S(=O)(=O)N2CC(=O)Nc3ccccc32)cc1 | -3% | -26% | -5% | -1 | -1% | -4% | 3% | ? | -63% | -1% | 36%
CN(CCC1CCOCC1)C(=O)CC1C(=O)NCCN1C/C=C/c1ccccc1 (configuration not stated) | -8% | -5% | -2% | -3 | -12% | 0% | 1% | -5% | -9% | -2% | -15%
CCOC(=O)Cc1csc(NC(=O)CSc2ncnc3c2cnn3-c2ccc(OC)cc2)n1 | -2% | -3% | -11% | 3 | 18% | -17% | 21% | ? | 8% | 8.5µM* | 17%
O=c1c2c3c(sc2n(CCN2CCCCC2)c(=O)n1Cc1ccco1)CCCCC3 | 4% | -3% | 0% | 7 | -1% | 0% | -3% | 1% | -17% | 5% | -3%
COc1ccc(OC)c(NC(=O)C2CCC(CNc3c(N4CCOCC4)c(=O)c3=O)CC2)c1 (configuration not stated) | 2% | -5% | 2% | 1 | 0% | 4% | -2% | 2% | -26% | -2% | ?
CC(Oc1ccc(Br)cc1)C(=O)Nn1c(=S)[nH]c2ncccc2c1=O (configuration not stated) | 0% | 1% | -1% | -2 | -1% | -3% | ? | 12% | nt | 6% | -36%
O=C(NCc1ccc2c(c1)OCO2)c1cccc(S(=O)(=O)N2CCCC2)c1 | 2% | -2% | 21% | 5 | 1% | -4% | -8% | -11% | -18% | -4% | 9%
O=C(CCCN1C(=O)c2ccccc2C1=O)Oc1ccc(F)cc1 | -3% | -1% | -3% | 10 | -9% | 2% | 8% | 2% | -7% | 3% | ?
COc1cc(NC(=O)C23CC4CC(C2)CC(n2nnc(C)n2)(C4)C3)c(OC)cc1Cl | -6% | 19% | 9% | 8 | 9% | -7% | 4% | 11% | 1% | 2% | -13%
O=C(NC1CCCCCC1)c1ccc(Cl)c(S(=O)(=O)N2CCOCC2)c1 | -2% | -29% | 2% | ? | 22% | 1% | 6% | ? | 18% | -11% | 43%
CS(=O)(=O)N(Cc1ccccc1)c1ccc(C(=O)NN=C2CCCCCC2)cc1 | -1% | 3% | -9% | 5 | -2% | 5% | -4% | 0% | -21% | -6% | 19%
COc1ccc(N=C2SCC(c3ccc([N+](=O)[O-])cc3)=NN2CCO)cc1 | -3% | -2% | -6% | -5 | 1% | -2% | -4% | ? | -22% | 1% | 35%
COC(=O)c1ccc(OCC(O)CN2CCN(CC(O)COc3ccc(C(=O)OC)cc3)CC2)cc1 (configuration not stated) | 1% | 0% | -14% | -2 | -1% | -5% | -1% | ? | -7% | 1% | 0%
O=C(CSc1nc2ccccc2o1)NC(=O)NCc1ccccc1 | 1% | -3% | -6% | 3 | -4% | 0% | -1% | ? | 23% | -5% | 6%
CCn1c(=O)c(C(C)=O)nc2ccccc21 | 1% | -3% | 4% | 1 | -5% | 2% | -8% | 10% | -42% | 2% | -1%
O=C1CN(C(=O)COC(=O)Cc2ccccc2F)c2ccccc2N1 | 2% | nt | nt | nt | nt | 8% | 3% | 0% | -6% | nt | nt
O=C(N/N=C1/CCS(=O)(=O)c2ccc(F)cc21)c1ccccn1 | 2% | 14% | -7% | 1 | 17% | 4% | 9% | ? | 79% | ? | 0%
Oc1cc(-c2ccccc2)c2ccccc2c1 | -5% | -2% | -3% | 9 | -12% | 7% | 8% | -3% | 2% | -1% | 13%
CCN1C(=O)[C@H]2[C@H]3CN=C(SCC4CC4)N3[C@@](CC)(C(=O)OC)[C@H]2C1=O | -2% | nt | nt | nt | nt | -3% | -11% | 21% | 12% | nt | nt
COC(=O)C1=C(C)NC(C)=C(C(=O)OC)C1C(=O)OCC(=O)Nc1ccc(C(C)=O)cc1 | -2% | -5% | -13% | -5 | -2% | 7% | 16% | ? | 2% | 0% | -20%
Cn1cccc1/C=C1\SC(=Nc2cccc(O)c2)NC1=O | -11% | 12% | ? | 23 | ? | ? | 12% | ? | 65% | 12µM* | 3.2µM*
COC(=O)CNC(=O)C(Cc1c[nH]c2ccccc12)NC(=O)OC(C)(C)C (configuration not stated) | 1% | 3% | -9% | 1 | -1% | 0% | 2% | 11% | 1% | 2% | -4%
O=C(NNS(=O)(=O)c1ccccc1)c1cccc(F)c1 | -22% | -6% | -29% | 0 | -7% | 1% | 10% | 18% | 11% | ? | -16%
COc1ccc(OC)c(CNC(=O)C2CCN(S(=O)(=O)N3CCC(C)CC3)CC2)c1 | 3% | -4% | 1% | -3 | -3% | -2% | -10% | -4% | -29% | 0% | -9%
O=c1[nH]nc(-c2ccc(OCc3ccc(Cl)cc3Cl)cc2)o1 | 1% | -4% | -4% | 1 | -3%[1.84 µM] | 8% | 3% | 6% | 31% | ? | -4%
CC(=O)Nc1ccc(-c2nnc(SCc3ccccc3C#N)n2C)cc1 | ? | 11% | 5% | -2 | 1% | 11% | 13% | ? | 0%[1.84 µM] | 0% | 6%
